ssDAF-12 act: S. stercoralis DAF-12 nuclear receptor activators, primary screen, cell-based, luminescence, HEK293, GRIP1 co-expression, lit1-tk-luc; Nuclear hormone receptor DAF-12 (Strongyloides stercoralis); HEK293 ssDAF-12/GRIP1 lit1-tk-luc reporter; % of 3 µM dafachronic acid response; activation, % at 6.8 µM; 370,000 compounds, 1% hits; AID 652126, 2013;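 active means activation above the mean over all tested compounds plus 3 SD, cut at about 0.9% in these data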;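 further: 0% = DMSO-only wells and 100% = 3 µM delta7-dafachronic acid wells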
HGIII-sPLA2 inh: human group III sPLA2 inhibitors, primary screen, biochemical, QFRET, BODIPY PC-A2 liposome substrate; 370,000 compounds, 0.56% hits; AID 743126, 2013; QFRET BODIPY PC-A2 liposome hydrolysis, fluorescence; inhibition, % at 12.2 µM; Group 3 secretory phospholipase A2 (Homo sapiens), Q9NZ20;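 active means inhibition above mean plus 3 SD of compounds lying within the high and low control bounds, cut at about 19% in these data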;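 further: 0% = median of test compound wells and 100% = no enzyme DMSO wells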
GC-B act: human GC-B receptor activators, primary screen, HEK293 GC-B cells, cGMP TR-FRET, EC30 CNP | Atrial natriuretic peptide receptor 2 (Homo sapiens), P20594 | 0% at EC30 CNP, 100% saturating CNP | activation, % at 10 µM | 370,000 compounds, 0.11% hits;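 active means activation at 10 µM reaching about 35% in either raw or pattern-adjusted values, limit read from the data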
hgDAF12 agonist: H. glycines DAF-12 receptor agonists, primary screen, cell-based, luminescence, HEK293, GAL4 fusion, UAS-luciferase. Nuclear hormone receptor DAF-12 (Heterodera glycines), GAL4 fusion. 370,000 compounds, 1.8% hits. activation, % at 6.8 µM. HEK293 GAL4-hgDAF12 UAS-luciferase reporter, agonist luminescence; normalized to butyrate control. AID 687014, 2013;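 active means activation above a cutoff set at the mean of all screened compounds plus 3 SD, cut at about 10% in these data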;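 further: 0% = DMSO wells and 100% = sodium butyrate wells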
ADAM10 inh: human ADAM10 inhibitors, primary screen, biochemical, QFRET, HTS; Disintegrin and metalloproteinase domain-containing protein 10 (Homo sapiens), O14672; recombinant ADAM10, EDANS/DABCYL FRET peptide cleavage, 3 h; inhibition, % at 7 µM; 370,000 compounds, 0.62% hits; AID 720582, 2013;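 active means inhibition above a per-campaign cutoff equal to the mean of compounds falling between control-based bounds plus 3 SD, cut at about 20% in these data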;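 further: 0% = DMSO wells while the 100% control is not disclosed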
hcDAF-12 act: H. contortus DAF-12 nuclear receptor activators, primary screen, cell-based, luminescence, HEK293, lit1-tk-luc reporter; 370,000 compounds, 1.4% hits; HEK293 hcDAF-12 lit1-tk-luc reporter; 0% DMSO, 100% Δ7-dafachronic acid; activation, % at 6.8 µM; AID 652067, 2013;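 active means activation above the mean of all tested compounds plus 3 SD, cut at about 5.5% in these data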;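 further: 100% = response to 3 µM Δ7-dafachronic acid high control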
DAX1 inh-1: DAX1 (NR0B1) inhibitors on StAR promoter, primary screen, cell-based, luminescence, SF-1 (NR5A1), full-length DAX-1; HEK293T StAR-luciferase reporter, SF-1/DAX-1 repression relief; inhibition, % at 6.8 µM; 370,000 compounds, 1.1% hits; AID 652010, 2013;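 active means inhibition above the mean over all tested compounds plus 3 SD, cut at about 3.6% in these data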;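 further: 0% = DAX-1 cells with DMSO and 100% = cells lacking DAX-1 with DMSO; higher inhibition means more luminescence from relief of DAX-1 repression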
GC-A act: GC-A stimulated cGMP production enhancers – HEK293 GC-A cells, cGMP TR-FRET, EC30 ANP, primary screen; Atrial natriuretic peptide receptor 1 (Homo sapiens), P16066; 0% at EC30 ANP, 100% saturating ANP; activation, % at 10 µM; 370,000 compounds, 0.14% hits; in the data active means activation above about 40%
Target sequence (P16066 whole entry, looked up): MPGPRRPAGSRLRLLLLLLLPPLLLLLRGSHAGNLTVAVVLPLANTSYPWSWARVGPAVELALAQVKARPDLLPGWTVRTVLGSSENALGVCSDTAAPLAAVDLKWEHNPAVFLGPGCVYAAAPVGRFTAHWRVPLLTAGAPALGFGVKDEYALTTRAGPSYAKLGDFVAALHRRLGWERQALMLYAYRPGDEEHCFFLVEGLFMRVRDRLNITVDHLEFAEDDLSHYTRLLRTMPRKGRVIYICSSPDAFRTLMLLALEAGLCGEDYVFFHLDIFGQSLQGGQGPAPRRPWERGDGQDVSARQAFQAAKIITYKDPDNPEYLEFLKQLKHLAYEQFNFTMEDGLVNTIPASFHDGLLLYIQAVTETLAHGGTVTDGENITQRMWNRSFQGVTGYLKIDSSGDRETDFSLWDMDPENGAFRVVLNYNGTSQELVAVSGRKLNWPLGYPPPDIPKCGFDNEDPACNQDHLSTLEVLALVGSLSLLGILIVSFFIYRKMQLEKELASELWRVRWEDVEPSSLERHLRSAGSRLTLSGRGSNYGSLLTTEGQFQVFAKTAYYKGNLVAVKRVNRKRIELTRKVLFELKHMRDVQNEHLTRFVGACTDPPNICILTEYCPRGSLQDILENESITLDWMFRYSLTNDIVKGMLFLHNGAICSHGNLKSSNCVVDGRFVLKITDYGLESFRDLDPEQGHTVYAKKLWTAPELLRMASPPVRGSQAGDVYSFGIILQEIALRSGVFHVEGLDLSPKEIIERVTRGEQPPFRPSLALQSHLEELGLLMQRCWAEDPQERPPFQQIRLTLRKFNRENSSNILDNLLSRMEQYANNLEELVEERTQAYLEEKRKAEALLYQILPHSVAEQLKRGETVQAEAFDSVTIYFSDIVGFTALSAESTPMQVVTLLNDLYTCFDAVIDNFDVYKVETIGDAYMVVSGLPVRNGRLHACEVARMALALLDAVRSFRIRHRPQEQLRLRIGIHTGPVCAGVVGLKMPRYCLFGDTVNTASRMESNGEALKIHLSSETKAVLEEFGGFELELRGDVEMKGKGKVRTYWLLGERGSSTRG
SMARCA2 activ: SMARCA2 (BRM) function activators, primary screen, cell-based, luminescence, high throughput | MG213 cells, MMTV-luciferase reporter, dexamethasone, overnight | AID 652017, 2013 | activation, % at 9.1 µM | 370,000 compounds, 1% hits; in the data active means activation above about 7.8%;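 further: 0% = vehicle wells and 100% = reference activator wells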
DAX1 inh-2: DAX1 (NR0B1) inhibitors, primary screen, cell-based, HEK293, Gal4-DAX1, luciferase luminescence; HEK293 Gal4-DAX1 luciferase reporter; 340,000 compounds, 0.99% hits; Nuclear receptor subfamily 0 group B member 1 (Homo sapiens), P51843; AID 504766, 2011; inhibition, % at 6.75 µM;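 active means inhibition above the mean over all tested compounds plus 3 SD, cut at about 4.2% in these data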;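 further: 0% = DAX1-transfected cells with DMSO and 100% = empty-vector control cells with DMSO; inhibition shows as a rise in luminescence from relieved DAX1 repression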
GAA850 FXN act: FXN promoter activators, primary screen, cell-based, luciferase luminescence, HEK293 lucGAA850; HEK293 lucGAA850 FXN promoter luciferase reporter, 24 h; percent of 10 µM SAHA response; activation, % at 6 µM; 360,000 compounds, 0.56% hits; AID 540364, 2011;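 active means activation above the average of all compounds screened plus 3 SD, cutoff fixed separately per campaign, cut at about 7.5% in these data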;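 further: 0% = DMSO wells and 100% = 10 µM SAHA wells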
* = called active by the depositor; x = no result given.

SMILES	ssDAF-12 act	HGIII-sPLA2 inh	GC-B act	hgDAF12 agonist	ADAM10 inh	hcDAF-12 act	DAX1 inh-1	GC-A act	SMARCA2 activ	DAX1 inh-2	GAA850 FXN act
COc1ccccc1N1CCN(C(=O)CCC(=O)Nc2nnc(CC(C)C)s2)CC1	-1.3	-3	4	-0.3	1	-1.2	-0.4	1	3	0.0	-0.4
CCOC(=O)C1=C(C)Nc2ccccc2N=C1NC(=O)/C=C/c1ccc(OC)cc1OC	-1.4	0	2	1.0	8	-1.0	-0.2	0	-5	-0.3	2.5
O=C1N2CCc3ccccc3C2CS(=O)(=O)N1CCc1ccccc1 (centres undefined)	-0.4	1	-2	8.1	5	1.0	1.1	-2	5	x	x
O=c1c2ccccc2nc(SCc2cccc(F)c2)n1Cc1ccco1	-1.0	-1	-2	0.8	2	-0.8	-0.8	-20	2	-1.3	2.4
CC(=O)c1cccc(N2C(=NC(=O)C3CC3)SC3CS(=O)(=O)CC32)c1 (centres undefined)	-0.5	1	0	-0.5	4	-0.1	-0.5	8	0	0.1	1.4
COc1ccc(C(=O)NC2CCN(CC(=O)Nc3c(C)cccc3C)CC2)cc1OC	0.1	3	-2	-2.2	1	-0.4	0.5	5	-1	0.1	1.0
COc1ccc2cc(CCNC(=O)c3ccco3)c(=O)[nH]c2c1	-0.3	5	-6	11*	-32	5.0	6.0*	-1	3	1.2	2.2
CN(C)CCNC(=O)c1cccc(-c2cnc3c(NC=O)cc(-c4ccc(C(=O)N5CCOCC5)cc4)cn23)c1	-1.2	-3	3	1.5	-14	1.8	1.6	4	-2	x	-3.1
O=S(=O)(/N=C(/Nc1cc(N2CCOCC2)ncn1)c1ccccc1)c1ccccc1	-1.1	6	-2	-0.1	-4	-1.0	-1.1	0	-2	1.2	-0.9
Cc1ccc(NCC2(N=Cc3ccccc3)OC(CO)C(O)C2O)cc1 (centres undefined)	-0.8	-4	-3	-0.7	-10	0.9	-1.2	-2	1	0.1	-2.3
COc1ccc2nc3n(c(=O)c2c1)-c1ncccc1C(=O)NC3C (centres undefined)	-0.1	2	1	2.2	-4	0.4	1.3	1	2	1.3	-1.3
C=C[C@@H]1c2cc(C)ccc2N(S(=O)(=O)c2ccc(C)cc2)[C@H](c2ccccc2)C1(C#N)S(=O)(=O)c1ccccc1 (some centres undefined)	-1.1	-3	-5	1.3	3	1.0	0.6	-1	0	0.2	-0.3
CCOc1ccccc1C(=O)Nc1nnc(C(C)C)s1	-0.3	-2	1	4.7	-3	3.4	-0.7	-1	1	2.2	1.9
Cc1cc(C)n(CC(=O)Nc2ccc3c(c2)OCO3)c(=O)c1C#N	-1.3	1	-5	0.1	-5	-0.5	-0.8	1	-3	0.3	-0.5
COc1ccc(C(=O)/C(C#N)=N/Nc2ccc([N+](=O)[O-])cc2)cc1	-2.2	-2	2	-0.5	-11	-0.9	-3.1	1	-3	-1.1	-3.2
O=C(N/C(=C/c1cn(-c2ccccc2)nc1-c1ccccc1)C(=O)N1CCOCC1)c1ccc(Cl)cc1Cl	-0.5	-1	-1	-3.1	5	0.1	-0.1	-6	1	1.1	0.3
CN(C)C(=O)c1ccc(NC(=O)c2ccccc2SCC(=O)N2CCCC2)cc1	-1.0	1	-1	1.8	1	0.6	0.4	-1	4	0.1	0.3
Cc1c(C(=O)NCc2ccc(C(F)(F)F)cc2)sc(=O)n1Cc1cccc(F)c1	-1.8	-3	-8	-1.7	2	-1.4	-0.2	-1	-1	x	0.4
Cc1ccc(C(C(=O)NCC2CCCO2)N(C(=O)c2snc(C(N)=O)c2N)c2ccc(C)c(C)c2)o1 (centres undefined)	-1.0	-13	-2	0.7	-76	-0.5	0.0	-13	0	-1.4	1.7
O=C(OCc1nnc(-c2ccccc2)o1)c1cn(-c2ccccc2)nc1-c1ccccc1	-1.0	-11	-7	-0.1	2	-0.9	-1.2	-5	0	-0.4	0.1
CS/C(=N\NC(N)=O)c1ccccc1	-0.6	9	5	-0.1	-7	-2.7	-0.1	4	-3	1.4	0.8
CN1C(=O)C(C)(C)c2cc(S(=O)(=O)N3CCC(C(=O)NCc4ccc(Cl)cc4)CC3)ccc21	-1.3	-3	-2	-0.6	7	0.1	-0.4	-9	-1	-0.5	-1.1
O=C(c1cc(-c2ccccc2O)on1)N1CCCCCC1	0.9	-12	3	14*	-1	2.9	1.5	5	2	1.8	4.8
CCOC(=O)c1c(C)n(C)c2ccc(OC)c(NC(=O)CN3CCC(C(=O)OCC)CC3)c12	-1.9	-5	5	-2.4	-3	-0.8	1.2	3	0	0.6	1.5
CCCC1CCC2(CC1)CCC2OC(=S)Nc1ccccc1OC (centres undefined)	-1.7	-1	-4	0.2	-6	-1.9	x	-1	x	x	x
Cc1cccc(C2N(c3nccs3)C(=O)C3CCCN32)c1 (centres undefined)	-0.3	6	-1	0.5	0	0.1	0.2	-3	-2	0.0	1.0
O=C(Nc1ccc2nc(-c3ccccn3)c(-c3ccccn3)nc2c1)N1CCOCC1	-1.1	0	0	15*	-435	-1.0	-0.1	0	-1	-0.5	1.2
Cc1cccc(/C=N/c2sc3c(c2C#N)CCN(Cc2ccccc2)C3)c1O	0.7	-1	-6	0.1	-122	14*	0.2	-2	1	3.4	1.2
COc1cc(/C=C2\SC(=O)N(Cc3ccc(F)cc3)C2=O)cc([N+](=O)[O-])c1O	-1.6	-1	-3	-0.1	-6	-0.6	-0.3	7	0	0.7	-0.2
Cc1cc(C)cc(NC(=O)C/C(N)=N/O)c1	-1.2	-11	4	-0.7	0	-1.0	0.5	1	-2	1.6	0.8
O=C(c1cccc([N+](=O)[O-])c1)c1ccc2c(c1)OCCOCCOCCOCCO2	-1.1	-1	0	-1.7	2	-0.7	0.6	0	2	x	0.0
CCn1c(CCn2c3ccccc3c3ccccc32)n[nH]c1=S	-1.7	10	-2	-3.2	0	-0.9	-0.3	-7	-3	-0.3	-3.1
O=S(=O)(Nc1ccccc1Cl)c1ccc(F)cc1	-1.9	-6	0	2.0	3	-2.3	-0.5	-3	-2	-0.3	0.5
COc1ccc(OCC(=O)Nc2ccc3c(c2)nc(CCNC(C)=O)n3C)cc1	-0.8	3	0	0.2	-7	-0.4	-0.1	5	1	-1.8	1.7
CC(=O)N(C)c1ccc(N=Nc2c(C)[nH]n(C(N)=S)c2=O)cc1	0.3	7	-5	16*	10	6.5*	4.8*	1	6	4.0	2.3
O=C1NC(Cc2ccc(O)cc2)c2nc3ccc(F)cc3c(=O)n2-c2ncccc21 (centres undefined)	-0.2	0	-5	-1.4	-5	0.0	-0.8	0	-1	-0.3	-0.2
O=C(NCc1ccccc1)OC1CC2CC1[C@H]1CCCCN1C2=O (some centres undefined)	-0.8	12	-4	-0.5	3	-0.9	-0.6	-1	0	x	x
COc1ccc(-n2c(=S)[nH]c3cc(C(=O)O)ccc3c2=O)cc1	-0.6	2	6	-0.7	-37	-0.7	0.7	-1	-4	0.6	1.0
CC(C)=C[C@H]1C[C@H](C)[C@H]2CC[C@H](C)c3c(O[C@@H]4OC[C@@H](O)[C@H](O)C4O)c(O)c(C)c1c32 (some centres undefined)	-0.9	-14	3	1.4	30*	-0.6	-0.2	-2	-1	0.4	0.4
CN(C)C(CNC(=O)CSc1nnc(-c2ccco2)o1)c1ccccc1 (centres undefined)	-1.2	1	6	0.5	8	0.6	0.9	-1	3	-2.4	-2.3

Individual results from the results shown.
ssDAF-12 act with O=C1NC(Cc2ccc(O)cc2)c2nc3ccc(F)cc3c(=O)n2-c2ncccc21 (centres undefined) reads -0.2
hcDAF-12 act with O=C(c1cccc([N+](=O)[O-])c1)c1ccc2c(c1)OCCOCCOCCOCCO2 reads -0.7

Remaining list, next part:
SMILES	ssDAF-12 act	HGIII-sPLA2 inh	GC-B act	hgDAF12 agonist	ADAM10 inh	hcDAF-12 act	DAX1 inh-1	GC-A act	SMARCA2 activ	DAX1 inh-2	GAA850 FXN act
O=C(c1cc2nc(-c3ccco3)cc(C(F)(F)F)n2n1)N1CCCc2ccccc21	-1.3	4	8	-1.6	-6	-0.3	0.4	0	-2	-1.4	2.6
CCOc1ccc(C(=O)C(C)OC(=O)c2cnc(C)cn2)cc1 (centres undefined)	-0.5	6	-1	0.3	-7	1.3	1.9	5	2	-1.3	1.9
CC1CN(CC(=O)NCc2ccccc2)CC(C)O1 (centres undefined)	-0.6	0	3	-0.7	-6	-1.2	0.2	2	-1	-0.9	1.7
C[C@H]1CN=C(N(C)C)N1CCc1ccccc1	-1.2	6	-2	2.5	-1	-0.6	-0.4	1	1	2.0	1.6
COc1cccc(NC(=O)Nc2c(-c3ccc(C(F)(F)F)cc3)nc3ncccn23)c1	-1.2	-17	4	6.3	-86	-0.6	0.7	-4	3	x	x
COc1ccc(NC(=O)[C@@H]2CCCN2S(=O)(=O)c2cccc3cccnc23)cc1	-1.1	5	4	-1.1	8	-2.2	0.5	-1	1	0.3	0.5

Full records as entered above. Order of screens: ssDAF-12 act, HGIII-sPLA2 inh, GC-B act, hgDAF12 agonist, ADAM10 inh, hcDAF-12 act, DAX1 inh-1, GC-A act, SMARCA2 activ, DAX1 inh-2, GAA850 FXN act
Results for CN1C(=O)C(C)(C)c2cc(S(=O)(=O)N3CCC(C(=O)NCc4ccc(Cl)cc4)CC3)ccc21 = -1.3, -3, -2, -0.6, 7, 0.1, -0.4, -9, -1, -0.5, -1.1
Results for COc1ccc(OCC(=O)Nc2ccc3c(c2)nc(CCNC(C)=O)n3C)cc1 = -0.8, 3, 0, 0.2, -7, -0.4, -0.1, 5, 1, -1.8, 1.7
Results for COc1ccc2cc(CCNC(=O)c3ccco3)c(=O)[nH]c2c1 = -0.3, 5, -6, 11*, -32, 5.0, 6.0*, -1, 3, 1.2, 2.2
Results for CN(C)C(CNC(=O)CSc1nnc(-c2ccco2)o1)c1ccccc1 (centres undefined) = -1.2, 1, 6, 0.5, 8, 0.6, 0.9, -1, 3, -2.4, -2.3
Results for CCOc1ccc(C(=O)C(C)OC(=O)c2cnc(C)cn2)cc1 (centres undefined) = -0.5, 6, -1, 0.3, -7, 1.3, 1.9, 5, 2, -1.3, 1.9

Source: PubChem
